PAD4 inh = inhibitors of human PAD4 | Q9UM07 | recombinant PAD4, RCA probe fluorescence polarization | inhibition, % at 6.36 µM | hit rate 0.41% among 330,000 | AID 485272;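 active = percent inhibition above a cutoff equal to the mean of all tested compounds plus 3 SD, cut at about 15% in these data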;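 note: 0% = PAD4 with RCA probe and DMSO and 100% = probe without PAD4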
ZTA DNA inh = counter-screen for EBNA-1 inhibitors: inhibitors of Epstein-Barr virus ZTA | P03206 | ZTA-DNA binding, fluorescence polarization | inhibition, % at 11 µM | hit rate 0.15% among 320,000; in the data active = inhibition above about 33%
Target sequence (P03206 whole entry, looked up): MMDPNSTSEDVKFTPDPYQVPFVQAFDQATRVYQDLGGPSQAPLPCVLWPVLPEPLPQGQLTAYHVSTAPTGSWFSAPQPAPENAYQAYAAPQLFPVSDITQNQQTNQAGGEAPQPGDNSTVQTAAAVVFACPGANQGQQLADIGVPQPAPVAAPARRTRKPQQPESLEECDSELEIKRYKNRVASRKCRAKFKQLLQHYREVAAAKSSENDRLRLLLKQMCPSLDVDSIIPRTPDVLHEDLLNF
EBNA-1 inhibitor = blocks EBNA-1 binding to DNA; inhibition, % at 14.8 µM; hit rate 0.34% among 300,000; EBNA-1 DNA binding, fluorescence polarization; AID 1950; in the data active = inhibition above about 28%
PAFAH1B3 inh = blocks human PAF acetylhydrolase 1B catalytic subunit 3; Q15102; recombinant PAFAH1B3, FP-rhodamine probe, fluorescence polarization; inhibition, % at 3.39 µM; hit rate 0.28% among 340,000; AID 492972;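 active = inhibition above the screen-wide average of all tested compounds plus 3 SD, cut at about 25% in these data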;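 note: 0% = enzyme with DMSO only and 100% = wells lacking PAFAH1B3 protein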
Target sequence (Q15102 whole entry, looked up): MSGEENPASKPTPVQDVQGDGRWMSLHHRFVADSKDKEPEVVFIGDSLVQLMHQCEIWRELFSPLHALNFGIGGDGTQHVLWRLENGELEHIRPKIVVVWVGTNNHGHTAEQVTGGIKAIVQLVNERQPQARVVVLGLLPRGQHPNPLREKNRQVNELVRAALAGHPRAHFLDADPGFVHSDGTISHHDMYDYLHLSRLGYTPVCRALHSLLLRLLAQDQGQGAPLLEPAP
PAFAH2 FP inh = PAFAH2 (human) inhibition. recombinant PAFAH2, FP-rhodamine activity probe, fluorescence polarization. inhibition, % at 3.39 µM. hit rate 0.99% among 340,000;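 active = inhibition above the mean over all tested compounds plus 3 SD, cut at about 30% in these data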;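 note: inhibitors block probe labeling of enzyme so polarization drops; 0% = enzyme with DMSO and 100% = wells lacking PAFAH2 protein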
LYPLA2 counter = LYPLA2 (human) inhibition in PME1 counter-screen. O95372. recombinant LYPLA2, FP-Rh probe fluorescence polarization. inhibition, % at 5.9 µM. hit rate 0.38% among 320,000. AID 2177;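 active = inhibition above the screen-wide mean plus 3 SD, limit set per campaign, cut at about 26% in these data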;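 note: 0% = LYPLA2 with DMSO and 100% = wells lacking LYPLA2 enzyme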
LYPLA1 counter = counter-screen for PME1 inhibitors: inhibitors of human LYPLA1 | O75608 | recombinant LYPLA1, FP-Rh probe fluorescence polarization | inhibition, % at 5.9 µM | hit rate 0.16% among 320,000 | AID 2174;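 active = inhibition above the mean of all tested compounds plus 3 SD, set per campaign, cut at about 14% in these data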;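 note: inhibitors block serine hydrolase probe labeling of LYPLA1 so polarization falls; 0% = enzyme with DMSO and 100% = wells lacking LYPLA1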
Target sequence (O75608 whole entry, looked up): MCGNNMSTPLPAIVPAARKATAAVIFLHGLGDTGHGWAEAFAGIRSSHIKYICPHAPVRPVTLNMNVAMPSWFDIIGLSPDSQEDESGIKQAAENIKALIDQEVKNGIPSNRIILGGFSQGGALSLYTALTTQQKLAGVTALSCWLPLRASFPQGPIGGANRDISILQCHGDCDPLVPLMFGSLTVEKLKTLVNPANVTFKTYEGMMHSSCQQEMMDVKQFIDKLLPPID
GSTO1 counter = GSTO1 inhibition, counter-screen for RBBP9 inhibitors; recombinant GSTO1, activity-based probe fluorescence polarization; hit rate 1.1% among 300,000; AID 1974; inhibition, % at 5.96 µM;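 active = inhibition above the campaign mean inhibition plus 3 SD, cut at about 35% in these data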;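 note: 0% = GSTO1-1 with DMSO and 100% = wells lacking GSTO1-1 enzyme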
Target sequence (P78417 whole entry, looked up): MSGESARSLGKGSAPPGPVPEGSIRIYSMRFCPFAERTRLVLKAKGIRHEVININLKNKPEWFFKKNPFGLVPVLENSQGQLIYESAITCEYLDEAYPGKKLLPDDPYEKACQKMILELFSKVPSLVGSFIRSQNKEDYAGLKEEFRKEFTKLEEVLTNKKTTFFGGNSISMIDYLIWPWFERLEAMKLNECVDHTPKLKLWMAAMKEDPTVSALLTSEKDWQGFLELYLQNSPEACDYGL
PREPL inhibitor = inhibits the human prolyl oligopeptidase-like enzyme. Q4J6C6. recombinant PREPL, fluorescence polarization activity-based probe. inhibition, % at 5.96 µM. hit rate 0.68% among 320,000; in the data active = inhibition above about 43%;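 note: 0% = enzyme with DMSO and 100% = wells lacking enzyme; many of its hits are not listed in these tables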
* marks the source's active call; other numbers are inactive results; / = no result given. This is a subset, so the mix of outcomes need not match the whole.

Preview, 4 compounds:
molecule	PAD4 inh	ZTA DNA inh	EBNA-1 inhibitor	PAFAH1B3 inh	PAFAH2 FP inh	LYPLA2 counter	LYPLA1 counter	GSTO1 counter	PREPL inhibitor
CN1CCN(C(=O)CSc2nc(-c3cccs3)ccc2C#N)CC1	-5	-6	0	2	-8	-3	0	-4	2
CN(C)S(=O)(=O)c1ccc(NC(=O)C2CCCN(C(=O)c3ccc(Cl)cc3)C2)cc1 (stereo not drawn)	0	-11	0	10	2	14	-6	10	-5
C/C(CC(=O)Nc1cccc(Cl)c1Cl)=N\NC(=O)c1ccccc1N	1	-4	-11	5	1	-9	-6	3	-4
NC(=O)c1sc2nc(-c3ccccc3)c3c(c2c1N)CCCC3	2	8	-4	-3	0	1	0	7	28

Results, from the start:
molecule	PAD4 inh	ZTA DNA inh	EBNA-1 inhibitor	PAFAH1B3 inh	PAFAH2 FP inh	LYPLA2 counter	LYPLA1 counter	GSTO1 counter	PREPL inhibitor
CN1CCN(C(=O)CSc2nc(-c3cccs3)ccc2C#N)CC1	-5	-6	0	2	-8	-3	0	-4	2
CN(C)S(=O)(=O)c1ccc(NC(=O)C2CCCN(C(=O)c3ccc(Cl)cc3)C2)cc1 (stereo not drawn)	0	-11	0	10	2	14	-6	10	-5
C/C(CC(=O)Nc1cccc(Cl)c1Cl)=N\NC(=O)c1ccccc1N	1	-4	-11	5	1	-9	-6	3	-4
NC(=O)c1sc2nc(-c3ccccc3)c3c(c2c1N)CCCC3	2	8	-4	-3	0	1	0	7	28
COc1ccc(CCNC(=O)c2ccco2)cc1	2	8	7	12	11	0	2	-4	0
O=C(CCN1C(=O)C2C3C=CC(C3)C2C1=O)N1CCN(c2ccccc2F)CC1 (stereo not drawn)	-1	8	-1	-3	-2	1	1	8	18
c1ccc2oc(-c3ccc4nc[nH]c4c3)nc2c1	0	-10	1	8	7	2	-3	-5	-9
CC1(C)Oc2ccc3ccc(=O)oc3c2/C(=C/Nc2ccccn2)C1=O	0	-6	0	6	16	-5	-2	7	8
CC(CN1CCN(Cc2ccccc2)CC1)OC(=O)c1ccco1 (stereo not drawn)	2	-4	8	-2	-6	2	3	-2	-3
O=C(NCc1ccccn1)c1cc(-c2ccccc2Cl)nc2ccccc12	2	0	9	3	-1	10	-3	4	-2
CCN(Cc1ccccc1)C(=O)C1CCN(c2ncnc3c2nc2n3CCCCC2)CC1	3	6	1	1	7	0	-2	4	-7
COc1ccc2[nH]c(C)c(CCNC(=S)Nc3cccc(C)c3)c2c1	-1	5	-1	-5	14	5	-3	3	19
CN(C)C=Nc1nonc1-c1ccccc1	0	1	-10	2	-2	-2	-1	-4	11
COc1ccc(CCNC(=O)c2cc(=O)[nH]c3ccccc23)cc1	-2	4	3	8	4	-3	-6	9	7
Cc1ccc2c(c1)N(CC(=O)N1CCCc3ccccc31)C(=O)C(C)O2 (stereo not drawn)	-2	1	-6	0	-1	-2	-4	-1	7
CCOC(=O)c1cccc(NC(=O)c2ccc(-n3cnnn3)cc2)c1	-4	/	/	1	5	/	/	/	2
COc1ccc(OC(C)C(=O)N(C)Cc2nc(-c3ccc(C)cc3)no2)cc1 (stereo not drawn)	5	-8	3	6	-4	1	-4	3	-9
Cc1onc(-c2c(F)cccc2Cl)c1C(=O)ONC(=O)c1ccco1	2	-6	5	1	4	5	2	12	7
Cc1nn2c(=O)c(NC(=O)c3ccc(F)cc3)cnc2s1	-1	-11	2	4	14	-5	-4	6	-9
CCOC(=O)C1(Cc2cccc(OC)c2)CCN(Cc2cc(OC)ccc2OC)CC1	1	1	4	2	6	-1	2	8	22
COc1ccc(CN(C)C(=O)c2cc(S(=O)(=O)N3CCOCC3)ccc2N2CCCC2)cc1	-7	4	-5	6	-6	1	-1	-11	30
O=S1(=O)CCO[C@H]2Cc3ccccc3[C@H]2N1Cc1ccc(F)cc1	-5	12	7	11	-6	-2	-3	7	13
CCCOC(=O)c1ccc(NS(=O)(=O)c2cccs2)cc1	-5	1	-6	2	9	2	1	-1	0
Cc1ccc(OCc2cc(C(=O)NCc3cnn(-c4cccc(F)c4)c3)no2)cn1	-4	-4	8	0	-4	7	-4	0	-14
CCCCCc1c(O)nc(SCCN(CC)CC)[nH]c1=O	5	-8	-7	0	2	-1	-1	13	-11
Nc1nnc(-c2cccc([N+](=O)[O-])c2)s1	3	-17	-10	/	/	1	-1	3	-3
CSc1nc2c(cc1C#N)CCCCC2	4	9	11	8	-1	1	-2	0	4
COc1ccc(-c2nc3c(c4nnc(SC(C)C(=O)Nc5ccccc5)n24)COC(C)(C)C3)cc1 (stereo not drawn)	0	12	-1	3	7	0	3	3	-5
COc1cccc2sc(Nc3nnc(-c4ccccc4Cl)o3)nc12	-5	2	-3	-2	5	-1	4	-28	26
O=C(NCCc1cccs1)C1CC1	2	2	1	4	5	-2	-1	-11	18
O=C(c1ccco1)N1C(=O)c2cccc3c(S(=O)(=O)N4CCCC4)ccc1c23	0	9	-1	7	9	3	0	-18	11
Cc1ccc(S(=O)(=O)c2nc(-c3cccs3)oc2NCCCN(C)C)cc1	-2	-1	-2	3	-7	1	0	3	16
Cc1ccc(-c2nc(=S)c3c(n2Cc2ccco2)CC(C)(C)OC3)cc1	-3	-5	-3	8	2	-2	-2	2	-1
CCC(C)(C)NC(=O)C(c1ccc(C)cc1)N(CC1CCCO1)C(=O)CNC(=O)c1cccs1 (stereo not drawn)	-6	1	-13	8	2	-2	1	-1	4
O=C(NCCOc1ccccc1)c1ccccc1NC(=O)C1CCCO1 (stereo not drawn)	1	-7	7	4	5	2	2	4	3
COc1c(C)c2c(c(O)c1C/C=C(\C)CCC(=O)O)C(=O)OC2	1	11	10	-4	1	1	0	-1	1
COc1ccc(/C=C2\C(=N)N3N=C(CC(=O)N4CCOCC4)SC3=NC2=O)cc1	2	-25	-6	-2	3	5	-1	8	-6
Cc1c(C(=O)NC(C)CN2CCCCC2)oc2ccccc12 (stereo not drawn)	-7	7	5	11	-3	4	-1	11	4
O=C(CCCc1ccccc1)NCCS(=O)(=O)N1CCN(c2ccc(F)cc2)CC1	-1	3	-1	2	1	-1	0	5	-13
O=C(COC(=O)c1ccc(Cl)c([N+](=O)[O-])c1)Nc1ccccc1OC(F)F	5	-19	-3	-1	26	9	2	19	6
Cc1cc(C)cc(NC(=S)NCc2ccc(F)cc2)c1	0	6	7	5	-1	-5	-3	4	-6
O=C(CCc1ccccc1)NC1(Cc2ccccc2)CCN(CCCc2ccccc2)C1=O (stereo not drawn)	-6	-3	/	-3	-11	7	2	/	-1
COc1ccc(C(=O)O)cc1NC(=S)NC(=O)CSc1ccc(Cl)cc1	4	-7	-3	12	1	7	5	2	-26
Cc1cc(NC(=O)CCC(=O)N(c2ccc(F)cc2)C2(C(=O)NC3CCCCC3)CCCC2)no1	0	-6	1	0	-3	6	3	3	12
O=C(CN(C(=O)CNS(=O)(=O)c1ccccc1)c1ccc2c(c1)OCCO2)NCc1ccco1	5	-31	7	-1	11	4	1	10	-7
Cc1ccc(Cl)cc1N1CCN(C(=O)COc2ccc3c(c2)CCC3)CC1	-1	18	8	9	-3	-1	1	0	-15
Cc1ccc(C2=N/C(=C\c3ccc(F)cc3)C(=O)N2)cc1	-4	-22	/	3	-2	-6	-1	/	14
CC(=O)NCCc1ccc(C(=O)COC(=O)c2cccn2C)cc1	-4	/	/	10	-4	/	/	/	3
CCCOc1ccc(N2C(=O)CC(SCCc3nc4ccccc4[nH]3)C2=O)cc1 (stereo not drawn)	-6	-6	-6	-4	-1	-5	1	2	14
Fc1ccc2cc(-c3ccccc3F)ncc2c1	-1	/	/	13	0	/	/	/	-14
COc1ccc(/C=N/N(C)C2=NS(=O)(=O)c3ccccc32)cc1	-4	-3	-10	6	2	2	0	3	5
COc1ccc(NC(=O)Cn2c(=O)n(Cc3ccco3)c(=O)c3ccccc32)cc1	-8	7	-25	8	12	-7	-3	0	16
CNC(=S)NCC(O)c1ccc([N+](=O)[O-])cc1 (stereo not drawn)	3	8	10	-1	1	8	1	8	-5
Cc1cccc(N2CCN(C(=O)CSCc3c(C)noc3C)CC2)c1C	2	2	-6	7	5	8	-1	9	14
Cc1cc(C)c[n+](C(C)C(=O)c2ccc(-c3ccccc3)cc2)c1 (stereo not drawn)	-5	9	8	6	2	1	0	1	34
Cc1ccc(S(=O)(=O)N2CCN(C(=O)COC(=O)c3cc(C)oc3C)CC2)cc1	-1	5	1	0	1	-1	-1	0	4
Cc1cccn2c(=O)c(C=Nc3ccccc3)c(NCCO)nc12	2	-12	-4	-4	2	3	0	1	-3
O=C1CC[C@@H](OCc2ccccc2)CCN1CC[C@H](Sc1ccccc1)c1ccccc1	-2	-1	0	-2	33*	-2	-3	4	-1
Cc1cc(=O)oc2cc(OCC3CC(c4ccccc4)=NO3)ccc12 (stereo not drawn)	-1	1	1	4	1	9	2	-2	-17
O=C(Nc1cc(Sc2ccccn2)cc([N+](=O)[O-])c1)c1cccc(F)c1	-3	-13	-13	15	-16	-9	-8	-10	5

Going on with the list:
molecule	PAD4 inh	ZTA DNA inh	EBNA-1 inhibitor	PAFAH1B3 inh	PAFAH2 FP inh	LYPLA2 counter	LYPLA1 counter	GSTO1 counter	PREPL inhibitor
COc1ccc(C(=O)N/C(=C/c2cccs2)C(=O)NCCCn2ccnc2)cc1OC	-2	6	10	4	-7	1	0	-3	10
Cc1ccc2c(CSc3nnc4ccccn34)cc(=O)oc2c1C	-1	2	-12	8	3	-2	-2	3	-4
CCCN1CCC(=O)N([C@H](CSc2ccccc2)Cc2ccccc2)CC1	-2	3	2	5	0	4	1	3	-2
Cc1ccc2c(c1)C(c1ccncc1)=NNC(c1cccnc1)=N2	-1	-6	-3	10	2	1	0	4	16
COC(=O)[C@H](CCSC)NC(=O)NCc1ccc(S(N)(=O)=O)cc1	4	-15	-10	7	-7	8	3	2	9
N#CCCN1C(=O)C2(OCCO2)c2ccccc21	-3	8	2	-1	3	2	-2	1	4
Cc1cc(C(=O)Nc2ccc3c(c2)OCO3)cs1	-1	-8	5	0	5	-6	1	1	6
CC(C)Cn1c(N)c(C(=O)CSc2ncnc3sc4c(c23)CCCC4)c(=O)n(C)c1=O	1	-17	-4	4	0	-4	-4	3	17
CCn1cc(C(=O)O)c(=O)c2cc(F)c(N3CCN(C(=S)NC(=O)c4ccccc4Br)CC3)cc21	0	10	-18	10	11	3	-1	-2	11
CN1CCN(S(=O)(=O)c2ccc(NC(=S)NC(=O)C3CCC3)cc2)CC1	4	-22	-5	4	2	7	3	1	10
CCN(CC)S(=O)(=O)c1ccc(OCCNS(C)(=O)=O)cc1	-4	-18	4	9	1	2	-3	4	-2
CCOc1ccc(N/C=C/C(=O)c2ccc3ccccc3c2)c([N+](=O)[O-])c1	-3	-4	0	5	-1	3	-2	-1	6
O=S(=O)(c1cccc2c(S(=O)(=O)N3CCCC3)cccc12)N1CCCC1	-1	9	5	3	4	-3	-1	-6	0
Cc1ccc(C(=O)CN2C(=O)NC3(CCc4ccccc43)C2=O)c(C)c1 (stereo not drawn)	-2	-7	8	-3	3	-1	-1	-1	-11
COc1ccc(S(=O)(=O)N2CCC(NC(=O)c3cccc(F)c3)CC2)cc1	3	-22	-15	6	-4	8	0	-2	-13
O=C(CSc1nncc2ccccc12)N1CCOCC1	15	4	12	-1	-8	-5	-2	1	8
COc1ccc(NC(=O)c2ccccc2Cl)cc1NC(=O)CN1CCOCC1	-2	1	0	9	5	8	4	-5	9
